# Screens as filed in PubChem BioAssay.
# MBD2 inh: blocks human MBD2 binding to methylated DNA. TR-FRET, MBD2 binding to methylated oligonucleotide. inhibition, % at 4.4 µM. actives 0.31% (n = 370,000). AID 686964; in the data active means inhibition above about 13%
# Target sequence (Q9UBB5 whole entry, looked up): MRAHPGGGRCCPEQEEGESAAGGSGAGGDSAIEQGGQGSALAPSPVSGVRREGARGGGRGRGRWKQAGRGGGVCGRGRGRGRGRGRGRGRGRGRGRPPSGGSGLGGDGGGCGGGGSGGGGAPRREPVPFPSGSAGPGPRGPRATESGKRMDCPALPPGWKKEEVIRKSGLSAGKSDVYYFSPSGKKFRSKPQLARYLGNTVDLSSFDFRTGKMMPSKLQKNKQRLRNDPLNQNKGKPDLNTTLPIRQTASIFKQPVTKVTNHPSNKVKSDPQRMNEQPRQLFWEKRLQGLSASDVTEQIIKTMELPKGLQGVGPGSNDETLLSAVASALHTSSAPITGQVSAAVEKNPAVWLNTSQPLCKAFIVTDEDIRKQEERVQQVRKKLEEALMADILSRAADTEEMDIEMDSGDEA
# Rev-erbA mod: Rev-erb alpha (human) modulation. Rev-erbα–FITC-DNA binding, fluorescence polarization, 90 min. P20393. activity, % at 10 µM. actives 0.79% (n = 370,000). AID 1259318;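 active means activity above about 14%, limit read from the data; passing the limit was not always enough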;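 further: 0% = DMSO wells with 35 nM protein and 100% = DMSO wells with 750 nM protein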
# PRMT1 FP inh: inhibitors of human PRMT1 | recombinant PRMT1, activity-based probe fluorescence polarization | actives 1.3% (n = 370,000) | inhibition, % at 2.79 µM;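 active means inhibition above about 21% made by adding two undisclosed values, limit read from the data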
# LEDGF integ inh: blocks HIV-1 LEDGF/p75-dependent DNA integration; TR-FRET IN-LEDGF/p75 DNA integration, Eu/Cy5; inhibition, % at 3.7 µM; actives 0.64% (n = 370,000); AID 743269;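 active means inhibition above the screen-wide mean plus 3 SD, cut at about 13% in these data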;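 further: signal is the Cy5 over europium emission ratio at 671 and 618 nm; 0% = plate median of compound wells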
# UHRF1 binding: UHRF1 methyl-DNA binding inhibition; Q96T88; UHRF1 binding to methylated oligo, TR-FRET; inhibition, % at 4.4 µM; actives 0.75% (n = 370,000); in the data active means inhibition above about 21%;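 further: UHRF1 SRA domain binding a hemimethylated CpG hairpin DNA probe; 0% = median of test compound wells and 100% = reference inhibitor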
# TCR-CD3 inh: human TCR-CD3 binding inhibition; AID 651800; inhibition, % at 9.4 µM; TAMRA-labeled TCR probe fluorescence, biochemical; actives 0.37% (n = 360,000); in the data active means inhibition above about 19%;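 further: recombinant mutant TCR 2C K166C tagged with TAMRA read by polarization; 0% = receptor in buffer alone and 100% = receptor with positive control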
# HTRA1 inhibitor: blocks human HTRA1 serine peptidase. Q92743. recombinant HTRA1, FP-rhodamine activity-based probe, fluorescence polarization. inhibition, % at 5.96 µM. actives 0.5% (n = 340,000). AID 504803; in the data active means inhibition above about 36%;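 further: 0% = enzyme with DMSO and 100% = wells lacking enzyme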
# mABHD4 FP: inhibitors of mouse ABHD4 | Q8VD66 | purified mABHD4, FP-Rh probe fluorescence polarization | inhibition, % at 8.92 µM | actives 0.54% (n = 370,000) | AID 720543;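 active means inhibition exceeding the mean over every tested compound plus 3 SD, cut at about 30% in these data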;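 further: 0% = plate median of compound wells and 100% = S159A mutant with DMSO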
# Target sequence (Q8VD66 whole entry, looked up): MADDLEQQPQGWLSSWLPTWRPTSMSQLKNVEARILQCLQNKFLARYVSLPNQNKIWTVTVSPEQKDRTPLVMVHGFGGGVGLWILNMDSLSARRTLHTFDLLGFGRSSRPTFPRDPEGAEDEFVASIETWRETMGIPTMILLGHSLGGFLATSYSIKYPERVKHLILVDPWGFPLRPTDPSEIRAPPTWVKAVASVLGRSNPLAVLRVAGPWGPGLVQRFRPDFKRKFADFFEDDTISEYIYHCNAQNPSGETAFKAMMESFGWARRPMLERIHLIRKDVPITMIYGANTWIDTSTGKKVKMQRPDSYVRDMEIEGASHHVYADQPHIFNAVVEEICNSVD
#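 Assay system: wild-type mouse ABHD4 protein; compound: single nominal dose of 8.92 µM, 0.89% DMSO final; schedule: 45 min + 60 min at 25 °C; measured by: FP readout, ex 525 nm / em 598 nm; evaluation: % inhibition of FP-Rh probe binding versus controls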
# PG9 Ab binder: small molecules binding HIV-1 gp120 antibody PG9; TR-FRET gp120-PG9 antibody binding; inhibition, % at 6.7 µM; actives 0.43% (n = 360,000); in the data active means inhibition above about 8.5%
# rCAG RNA binder: molecules binding r(CAG) RNA repeats. r(CAG) RNA repeat, TO-PRO-1 dye displacement fluorescence. inhibition, % at 3 µM. actives 1.3% (n = 370,000). AID 651821;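 active means inhibition above the plate cutoff, the mean of all test compounds on that plate plus 3 SD, cut at about 35% in these data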;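 further: 0% = DMSO alone and 100% = 100 µM mitoxantrone as full dye displacement; higher means more dye released from RNA so lower well fluorescence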
# * marks the source's active call; other numbers are inactive results; / = no result given.
SMILES	MBD2 inh	Rev-erbA mod	PRMT1 FP inh	LEDGF integ inh	UHRF1 binding	TCR-CD3 inh	HTRA1 inhibitor	mABHD4 FP	PG9 Ab binder	rCAG RNA binder
CCC(C)C12CN3CCN(CC(C)(C3)C1=O)C2 (stereo not drawn)	5	2	0	2	2	-3	-4	7	0.6	-4
O=c1c2ccccc2nc(/C=C/c2ccccc2F)n1-c1ccccc1O	1	2	3	-2	-2	3	-40	-32	0.4	20
O=C(NCCN1CCC2(CC1)C(=O)NCN2c1ccccc1)c1cccc2c1-c1ccccc1C2=O	-2	0	11	-2	-5	1	/	1	-2.3	5
CCCC12CN3CN(C1)CC(CCC)(C3)C2O (stereo not drawn)	0	-2	-5	0	-1	1	3	3	-3.2	1
N#CC(C#N)=Cc1ccc(N2CCCC2)cc1	-11	3	-3	-1	-10	6	-3	1	-1.9	-2
O=C1NC(=O)C2(Cc3ccccc3N3CCOCC32)C(=O)N1c1ccccc1 (stereo not drawn)	2	-5	1	-1	-1	-3	-1	-2	-3.2	4
CCCCn1c(O)c(C(CC)=NCc2cccnc2)c(=O)[nH]c1=O	5	4	0	-3	6	8	3	2	-0.8	-1
C[n+]1ccc(-c2ccncc2)cc1	-7	-2	-1	-3	-1	9	-3	-1	-1.0	-2
Oc1ccccc1-[n+]1c(-c2ccccc2)cc(-c2ccccc2)cc1-c1ccccc1	3	-2	3	-1	-4	7	0	21	-0.4	-7
O=C1NCN(c2ccccc2)C12CCN(C(CCc1ccccc1)c1nnnn1Cc1ccccc1)CC2 (stereo not drawn)	-1	12	3	-2	2	4	/	-1	-1.0	10
O=c1ccc2c(O)c3ccoc3cc2o1	2	-2	-2	-5	-4	3	-4	4	-6.0	1
CCC(=O)c1c(O)n(C2CCCCCC2)c(=O)[nH]c1=O	2	0	15	4	-3	-4	-1	4	0.8	8
CC1CC(OC(=O)c2ccccc2)CC(C)N1C (stereo not drawn)	1	-5	0	3	-1	6	-1	0	-2.2	-2
COC(=O)C1=C(c2ccc(Cl)c(C(F)(F)F)c2)C[C@@H]2CC[C@H]1N2C(=O)N1CCOCC1	1	9	-2	-1	-3	3	-6	-1	0.9	-9
CCCC(=O)c1cc(CP(=O)(OCC)OCC)oc1C	1	-6	0	-1	-1	-6	/	-2	-1.8	-2
Cc1cc(C)c(C)c(C(O)(C(=O)O)c2ccccc2)c1 (stereo not drawn)	2	-4	-1	2	0	-2	2	-1	-0.8	4
CC(=O)O[C@H]1CCC2C3CCC4=CC(=O)CCC4=C3C=C[C@@]21C (stereo partly drawn)	-4	5	11	2	1	-2	2	9	-0.8	10
CCN1CCN(c2cn[nH]c(=O)c2Cl)CC1	-3	1	3	-3	1	-4	0	2	-1.6	6
CCOc1ccc(N2C(=O)/C(=C/c3ccc(C)o3)C(=O)NC2=S)cc1	-3	-3	15	4	-2	-2	8	9	0.1	36*
CC(NC(=O)OCc1ccccc1)[P+](=O)O (stereo not drawn)	6	2	-2	0	2	/	/	4	/	2
CN(C)C(=O)Oc1ccc(OCc2cccc[n+]2C)cc1	4	4	1	-3	2	-9	-6	10	-0.2	-2
CCCCCCOc1ccc(CN2CCN(CC)CC2)cc1	3	-3	6	3	1	6	0	4	-1.3	-9
Cc1oc(-c2ccccc2)nc1CN1C(=O)CN=C(c2ccccc2)c2ccccc21	-4	-6	-7	0	0	5	1	-4	0.7	3
O=C(C1CCC(=O)N1C1CCCCC1)N1CCC2(CC1)OCCO2 (stereo not drawn)	1	4	-1	2	0	2	9	8	0.7	-1
Clc1ccc(Cl)c(Cl)c1	-3	-3	-1	4	-2	6	/	-9	-1.8	1
Cc1ccc(S(=O)(=O)N2Cc3cc(N4CCOCC4)ccc3-n3nncc3C2)cc1	1	-1	-1	-2	1	0	/	3	-3.0	0
O=[N+]([O-])c1ccc(N2CCOCC2)c2ccncc12	-15	1	-2	1	-12	-6	-2	3	0.5	1
CNP1(NC)=NC(C(F)(F)F)=NC(C(F)(F)F)=N1	0	-6	-2	-1	-3	7	9	2	-1.2	1
COc1cccc(CNCCc2ccc(F)cc2)c1	-2	-6	-1	-2	2	2	16	11	-0.2	-2
O=c1[nH]c(=O)n(-c2cccc(F)c2)c(O)c1/C=C1\C=Nc2ccccc21	12	5	8	5	22*	-1	7	-2	-1.1	6
COC(=O)[C@@H]1C(OC(=O)c2ccccc2)CC2CCC1N2C (stereo partly drawn)	-1	-1	1	0	2	-13	4	-1	0.8	1
CCOC(=O)[C@]12Cc3cc(C)ccc3[C@H]1N(CCC(=O)OC)C(=O)c1cc(OC)ccc12	-5	-2	-4	10	-4	1	/	2	-2.7	3
O=C(NCCN1CCC2(CC1)C(=O)NCN2c1ccccc1)c1ccc2ccccc2c1	0	4	1	-4	-1	3	/	16	-1.6	2
O=C1OC(c2ccc(Br)cc2)=N/C1=C\N1CC2CC(C1)c1cccc(=O)n1C2 (stereo not drawn)	-9	1	-4	0	-2	0	1	-1	-0.6	-2
FC(F)(F)c1ccccc1NC1=NCCCS1	-2	10	1	-4	4	-2	3	6	2.1	0
Cc1ccc(OCC(=O)N2CCN(C)CC2)c(Br)c1	3	-3	0	3	0	-3	1	-4	-0.7	-7
O=C(Cc1ccccc1)OCCNC(=O)c1cccnc1	3	-2	2	1	-5	2	3	7	0.5	1
COc1ccc(OC(=O)N(C)C[C@H]2OCc3cnnn3CCCC(=O)N([C@@H](C)CO)C[C@H]2C)cc1	2	0	-3	2	3	-1	4	-3	1.0	2
Cc1cc(N2CCOCC2)nc2ccc(NC(=O)CCC(=O)N3CCC4(CC3)OCCO4)cc12	-8	-1	-1	-4	1	7	-1	2	2.4	-8
Nc1cc2nc3ccccc3nc2cc1N	-9	-18	9	2	-4	10	31	16	-7.0	9
Cc1ccc(S(=O)(=O)N(C)C)cc1NC(=O)C(C)[N+]12CCN(CC1)CC2 (stereo not drawn)	-4	1	-4	8	-1	-1	2	-4	-2.2	-5
COC1CCC(OC2CC(C3(C)CCC4(CC(O)C(C)C(C(C)/C=C(\C)C(=O)C(C)CC(C)C(=O)O)O4)O3)OC3(OC(C4OC(O)(CO)C(C)CC4C)CC3C)C2C)OC1C (stereo not drawn)	2	-8	-3	1	4	-6	-2	-8	-0.6	1
C[C@]12CC(=O)CC1CCC1C2CC[C@@]2(C)C1CC[C@@H]2O (stereo partly drawn)	3	-1	-1	4	-4	7	5	-5	0.3	-5
Cc1ccc(/C=C2/C(=O)NC(=O)N(CCc3ccc(F)cc3)C2=O)o1	-2	-5	12	-2	-7	-3	-12	2	0.6	28
CCC(=O)N1CC(=O)Nc2ccc(Cl)cc2C1c1ccc(F)cc1 (stereo not drawn)	-1	-3	0	-1	2	8	-5	12	-2.1	-1
COC(=O)C1C2c3ccccc3OC1(C)N=c1s/c(=C/c3cnn(C)c3C)c(=O)n12 (stereo not drawn)	-3	-1	-1	1	1	3	-3	-1	0.7	1
N[C@@H](Cc1c[nH]c2ccccc12)c1nnc(SCc2c(F)cccc2Cl)o1	-2	-1	3	-3	-1	4	-20	2	2.0	-2
C=CCN1C(=O)C2(C(C(=O)OCC)=C(N)Oc3c2c(=O)oc2ccccc32)c2ccccc21 (stereo not drawn)	2	-1	-1	-1	1	2	-12	-1	-0.2	0
CC(C)CC(C)N (stereo not drawn)	1	19*	3	0	1	-9	2	1	-0.8	1
C=C1[C@H]2CC[C@H]3[C@]4(C)C[C@H](O[C@H]5O[C@H](CO)[C@@H](OS(=O)(=O)O)[C@H](OS(=O)(=O)O)[C@H]5OC(=O)CC(C)C)C[C@@H](C(=O)O)[C@H]4CC[C@]3(C2)[C@H]1O	-5	4	-6	4	-1	3	1	-3	-1.3	9
CC1CN2c3ccc([N+](=O)[O-])cc3CC3(C(=O)N(C)C(=O)N(C)C3=O)C2C(C)O1 (stereo not drawn)	1	-2	-5	0	3	-1	-3	0	-0.4	-6
Cc1ccc(-c2nc3ccccc3c(=O)n2-c2ccccn2)cc1	7	-2	4	-8	3	2	2	-2	-0.3	2
O=C(NCC(c1cccnc1)N1CCN(c2ccc(F)cc2)CC1)Oc1ccccc1 (stereo not drawn)	0	0	0	-1	0	-2	2	5	0.1	1
Cc1ccc(Cl)cc1N1CCN(CCN)CC1	-8	3	-7	10	0	5	-2	-7	-1.3	3
O=C(COc1ccc(S(=O)(=O)N2CCCCC2)cc1)N1CCN(Cc2ccccc2)CC1	5	-3	-3	-5	2	5	7	-3	-1.4	-7
CC(=O)N1CCN(CCN=Cc2c(O)n(-c3ccc(F)cc3)c(=S)[nH]c2=O)CC1	0	2	6	-3	2	-13	-5	0	-2.2	-2
Cc1cc(NC(=O)CCl)on1	2	1	5	-5	3	-7	10	4	-0.5	2
Cc1ccc(OCC(=O)N2CCN(Cc3cccnc3)CC2)cc1	-1	-7	-2	0	0	-2	-6	21	0.1	-6
O=P(CCl)(Nc1ccccc1)C(Cl)(Cl)Cl (stereo not drawn)	-8	4	-2	7	2	-3	-1	2	0.0	-1
CCN1CCN(C(=O)COc2ccc(S(=O)(=O)N3CCOCC3)cc2Cl)CC1	-6	6	-1	5	-1	8	-2	1	2.5	-2

# (more compounds)
SMILES	MBD2 inh	Rev-erbA mod	PRMT1 FP inh	LEDGF integ inh	UHRF1 binding	TCR-CD3 inh	HTRA1 inhibitor	mABHD4 FP	PG9 Ab binder	rCAG RNA binder
C=C1N2CCC(CC2)C1(O)c1ccc(C)c(C)c1 (stereo not drawn)	-2	-1	-1	0	0	8	-1	3	0.0	-1
CC(C)[C@H](NC(=O)N1C[C@H]2C[C@@H](C1)c1cccc(=O)n1C2)C(=O)Nc1ccccc1F	4	0	4	4	-1	-4	4	-4	-0.7	1
COC(=O)C1=C(c2cccc(OCc3ccccc3)c2)C[C@@H]2CC[C@H]1N2C(=O)NCc1ccc(C(F)(F)F)cc1	2	1	-2	-1	-2	3	-35	-1	0.7	3
O=[N+]([O-])c1cccc(O)c1	1	8	6	-4	-1	0	8	-3	-1.0	1
CN(Cc1cccc(-c2cccnc2)c1)C(=O)Oc1ccc([N+](=O)[O-])cc1	-3	5	-3	5	0	0	/	-1	-0.3	1
Cc1ccccc1CCNCc1ccc(Br)cc1	3	-2	1	1	3	3	1	10	-0.2	-2
CC(C)Oc1cccc(NC(=O)c2cccn(Cc3ccc4c(c3)OC(F)(F)O4)c2=O)c1	5	2	0	-2	0	-3	-6	-2	0.8	-1
CCN(CC)CCCN=Cc1c(O)n(Cc2ccc(F)cc2)c(=O)[nH]c1=O	4	-1	-1	2	0	-4	-6	1	-1.6	0

# Three entries from above, with values under each structure:
# Values run as follows: MBD2 inh | Rev-erbA mod | PRMT1 FP inh | LEDGF integ inh | UHRF1 binding | TCR-CD3 inh | HTRA1 inhibitor | mABHD4 FP | PG9 Ab binder | rCAG RNA binder
O=[N+]([O-])c1cccc(O)c1
→ 1 | 8 | 6 | -4 | -1 | 0 | 8 | -3 | -1.0 | 1
CN(Cc1cccc(-c2cccnc2)c1)C(=O)Oc1ccc([N+](=O)[O-])cc1
→ -3 | 5 | -3 | 5 | 0 | 0 | / | -1 | -0.3 | 1
Cc1ccccc1CCNCc1ccc(Br)cc1
→ 3 | -2 | 1 | 1 | 3 | 3 | 1 | 10 | -0.2 | -2

# An excerpt, so the mix of outcomes need not match the whole.
